GAA glycogen: inhibitors or activators of human alpha-glucosidase glycogen cleavage; recombinant GAA, glycogen substrate, Amplex Red glucose oxidase fluorescence; Potency, µM (doses to about 76.4 µM), for inactives: at the highest dose activity change, negative = inhibition, hits mostly inhibitors; 300,000 tested, 0.38% active; AID 2100; active = well fitted inhibition curve with a large enough effect; inconclusive = small, poorly fitted or top-dose-only effect, or another doubt; inactive = no such curve, though single readings can be large or run the other way;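 also: 0% = full enzyme reaction and -100% = no-enzyme basal signal; the screen sought inhibitors and activators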
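qHTS, 1536-well; enzyme 4 nM final; cpd up to 77 uM; substrate bovine liver glycogen 30 ug; 50 mM citrate/phosphate pH 5.0, 0.01% Tween-20; 37 C, 40 min; Amplex Red detection 45 min RT; Hill fit → AC50.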
Active calls of the source: *; u = inconclusive; [ ] = dose if it differs, or a comment. Potency is read from the fitted curve at half-maximal effect.

SMILES	GAA glycogen
CC(=O)Nc1ccc(CC(=O)NCCC(c2ccccc2)c2ccccc2)cc1	0%[76.3 µM]
CC(C)(C)c1ccc(C(=O)NN2CCOCC2)cc1	2%[76.3 µM]
NS(=O)(=O)c1ccc(NC(=O)CSc2nc3ccccc3nc2N2CCOCC2)cc1	-13%[76.3 µM]
CCn1c(SCC(=O)Nc2nccs2)nnc1-c1ccccn1	-21%[76.3 µM]
Cc1ccc(OCCC(=O)OCC(=O)Nc2cc(C)nn2-c2ccccc2)cc1	-10%[76.3 µM]
CC(C)c1nnc(NC(=O)C2CCN(C(=O)Nc3ccccc3)CC2)s1	3%[76.3 µM]
CCCn1nc(NC(=O)CC)c2cc3cccc(C)c3nc21	3%
Cc1ccc(Cl)cc1N1CCN(C(c2ccc(F)cc2)c2nnc(-c3ccccc3)o2)CC1 (stereo not given)	-5%[76.3 µM]
COc1ccc(NC(=O)CS(=O)(=O)c2cccc(Cl)c2)cc1	5%
Cc1nn(CC(=O)NCCc2cccs2)c(=O)c2cc3ccccc3n12	-4%[76.3 µM]
COc1ccc(C(CNC(=O)Cn2c(=O)oc3ccccc32)N(C)C)cc1 (stereo not given)	-6%[76.3 µM]
COc1ccc(NC(=O)CN(C)C(=O)Cc2ccc3c(c2)CCC3)cc1	-1%[76.3 µM]
Cc1c(F)cccc1NC(=O)c1ccc2c(c1)CCN2S(C)(=O)=O	-4%[76.3 µM]
COc1cccc(OCC(O)CN2CCN(c3ccc(F)cc3)CC2)c1 (stereo not given)	0%
O=C(COC(=O)C1C2CC3OC(=O)C1C3C2)Nc1ccccc1 (stereo not given)	3%
COc1cc(OC)cc(C(=O)NC2CCN(CCCOc3ccccc3)CC2)c1	2%[76.3 µM]
CC(=O)C1=C(C)Nc2ncnn2C1c1ccc(C)cc1 (stereo not given)	-4%
COc1ccc(CCNC(=O)C2CCN(C(=O)c3ccc(C(C)(C)C)cc3)CC2)cc1	-11%[76.3 µM]
COc1cc(NC(=O)C2CC(c3c(F)cccc3Cl)=NO2)cc(OC)c1OC (stereo not given)	17%[76.3 µM]
O=C(CCc1c[nH]c2ccccc12)NC(Cc1ccccc1)C(=O)O (stereo not given)	0%
CCOC(=O)C1=C(C)N=c2s/c(=C/c3ccc(OCC(=O)O)cc3)c(=O)n2C1c1cc(OC)c(OC)c(OC)c1 (stereo not given)	-11%[76.3 µM]
CC1CCN(CC(O)Cn2c3ccccc3c3ccccc32)CC1 (stereo not given)	-10%[76.3 µM]
Cc1noc(C)c1S(=O)(=O)N(CC(=O)NCc1ccc(F)cc1)c1ccc(C(C)C)cc1	-1%[76.3 µM]
CCOc1ccc(CN2C(=O)c3ccccc3Sc3ccc(C(=O)NC4CCC(C)CC4)cc32)cc1 (stereo not given)	-10%[76.3 µM]
O=C(CSc1nnc(-c2cccnc2)n1Cc1ccco1)Nc1cccc(O)c1	5%[76.3 µM]
COC(=O)c1ccccc1NC(=O)CSc1nc2sc3c(c2c(=O)[nH]1)CCCC3	-18%[76.3 µM]
Cc1ccc(CN2C(=O)c3ccccc3C2C(=O)NC2CCCCCC2)cc1 (stereo not given)	6%[76.3 µM]
CN(C)CCC#CC1(O)c2ccccc2-c2ccccc21	0%[76.3 µM]
Cc1ccc(-c2csc(/C(C#N)=C/c3ccccc3Cl)n2)cc1	-14%[76.3 µM]
Cc1[nH]c(C)c(S(=O)(=O)N2c3ccccc3CC2C)c1C(=O)N1CCCCC1 (stereo not given)	-3%[76.3 µM]
O=Cc1c(NCc2ccccc2F)c2ccccc2[nH]c1=O	-7%[76.3 µM]
Cc1ccc(CNS(=O)(=O)c2ccc(CN3C(=O)c4cccnc4C3=O)cc2)o1	5%[76.3 µM]
Cc1ccc(CCNC(=O)c2ccc3c(c2)N(Cc2ccccc2F)C(=O)c2ccccc2S3=O)cc1 (stereo not given)	11%[76.3 µM]
Cc1ccc(-n2nc3c(=O)n(CCCC(=O)NCc4cccc(Cl)c4)nc(C)c3c2C)cc1	-5%[76.3 µM]
CCOC(=O)[C@@H]1[C@H]2COc3cc(OC)ccc3[C@H]2N2C(=O)N(c3ccc(F)cc3)C(=O)[C@@]12C	-12%[76.3 µM]
COc1ccc(NC(=O)Nc2nnc(Cc3ccc(F)cc3)s2)cc1	3%
Cc1cc(C)nc(NC(=O)c2cc(-c3ccc4c(c3)OCO4)nc3ccccc23)c1	-8%[76.3 µM]
C#CCOc1ccccc1/C=C1/C(=O)ON=C1C	-2%
Cc1nc(NC(=O)c2ccc3c(c2)OCCO3)ccc1Br	-4%[76.3 µM]
CCCCOC(=O)C1=C(C)NC(=O)NC1c1ccc(N(C)C)cc1 (stereo not given)	-13%[76.3 µM]
COC(=O)c1ccc(S(=O)(=O)c2ccc([N+](=O)[O-])cc2)cc1	-3%
Cc1cc(NC(=O)Cn2c(=O)nc(-c3ccccc3F)c3cc(Cl)ccc32)ccc1Br	0%[76.3 µM]
CCOC(=O)N1CCN(c2nc(-c3ccccc3)c3ccccc3n2)CC1	-9%
COc1cc(OC)c(NC(=O)CCc2c(C)nc3cc(-c4ccccc4OC)nn3c2C)cc1Cl	-7%[76.3 µM]
COc1ccccc1OCCSc1nc2ccccc2n1CC(=O)N1CCOCC1	-30%[76.3 µM]
O=C(NCCOC(=O)c1c(F)cccc1Cl)c1c(F)cccc1Cl	-15%
CCOCCCn1c(=N)c(S(=O)(=O)c2ccccc2)cc2c(=O)n3cc(C)ccc3nc21	10%
O=C(Nc1cc(F)ccc1F)c1cnn2c(C(F)F)cc(-c3ccccc3)nc12	1%[76.3 µM]
CN1CCN(c2c(/C=N/O)c3ccccc3n2C)CC1	4%
Cc1c(C)n(CCCN(C)C)c2ncnc(NCc3ccccc3)c12	6%
CCOc1cc(C2Sc3ccccc3NC3=C2C(=O)c2ccccc23)ccc1O (stereo not given)	u
CC(=O)c1ccc(N2CCN(C(=O)CCC(=O)Nc3ccc4nc(N5CCCCC5)cc(C)c4c3)CC2)cc1	-14%[76.3 µM]
Cc1cccc(Cn2c(SCc3ccc(C(=O)NCCc4ccccc4)cc3)nc3ccncc32)c1	-4%[76.3 µM]
COCC1CCN(C(=O)C2CCC(=O)N(CCc3ccc(Cl)cc3)C2)CC1 (stereo not given)	-2%[76.3 µM]
CCc1nnc(SCc2c(F)cccc2Cl)c2cc3sccc3n12	9%[76.3 µM]
O=C(c1ccc(OC2CCN(Cc3ccc(F)cc3)CC2)cc1)N1CCCC1	-6%[76.3 µM]
CCCC(=O)Nc1ccc2c(c1)nc1n2CCN(CCOC)C1	2%
COc1ccc(S(=O)(=O)NCc2cccnc2)cc1C	-4%[76.3 µM]
COc1cc(NC(=O)NCC2CCN(Cc3ccccc3C)CC2)cc(OC)c1OC	-3%
Cn1c(=O)c2sccc2n2c(CCC(=O)NCc3ccccc3)nnc12	-2%[76.3 µM]

Already shown: an excerpt of the list.
SMILES	GAA glycogen
COc1ccccc1OCCSc1nc2ccccc2n1CC(=O)N1CCOCC1	-30%[76.3 µM]
O=C(NCCOC(=O)c1c(F)cccc1Cl)c1c(F)cccc1Cl	-15%
CCOCCCn1c(=N)c(S(=O)(=O)c2ccccc2)cc2c(=O)n3cc(C)ccc3nc21	10%
O=C(Nc1cc(F)ccc1F)c1cnn2c(C(F)F)cc(-c3ccccc3)nc12	1%[76.3 µM]
CN1CCN(c2c(/C=N/O)c3ccccc3n2C)CC1	4%
Cc1c(C)n(CCCN(C)C)c2ncnc(NCc3ccccc3)c12	6%
CCOc1cc(C2Sc3ccccc3NC3=C2C(=O)c2ccccc23)ccc1O (stereo not given)	u
CC(=O)c1ccc(N2CCN(C(=O)CCC(=O)Nc3ccc4nc(N5CCCCC5)cc(C)c4c3)CC2)cc1	-14%[76.3 µM]
Cc1cccc(Cn2c(SCc3ccc(C(=O)NCCc4ccccc4)cc3)nc3ccncc32)c1	-4%[76.3 µM]
COCC1CCN(C(=O)C2CCC(=O)N(CCc3ccc(Cl)cc3)C2)CC1 (stereo not given)	-2%[76.3 µM]
CCc1nnc(SCc2c(F)cccc2Cl)c2cc3sccc3n12	9%[76.3 µM]
O=C(c1ccc(OC2CCN(Cc3ccc(F)cc3)CC2)cc1)N1CCCC1	-6%[76.3 µM]
CCCC(=O)Nc1ccc2c(c1)nc1n2CCN(CCOC)C1	2%
COc1ccc(S(=O)(=O)NCc2cccnc2)cc1C	-4%[76.3 µM]
COc1cc(NC(=O)NCC2CCN(Cc3ccccc3C)CC2)cc(OC)c1OC	-3%
Cn1c(=O)c2sccc2n2c(CCC(=O)NCc3ccccc3)nnc12	-2%[76.3 µM]

(listing goes on)
SMILES	GAA glycogen
Cc1noc(C)c1S(=O)(=O)N1CCC(C(=O)N2CCN(c3ccccc3)CC2)CC1	-3%[76.3 µM]
COc1ccccc1N1CCN(C(=O)c2cc3c(=O)n(C)c4ccccc4c3s2)CC1	17%[76.3 µM]
CCOc1ccc2cc(-c3nnc(Nc4ccc(C)cc4)s3)c(=O)oc2c1	1%[76.3 µM]
Cc1cc(OCC(=O)NCc2ccccn2)c2c(C)c(C)c(=O)oc2c1	-8%[76.3 µM]
O=C(Nc1c2c(nn1-c1ccccc1)CS(=O)C2)c1ccco1 (stereo not given)	1%[76.3 µM]
COc1ccc(CNC(=O)C2CCCN(S(=O)(=O)c3ccc(Br)s3)C2)cc1 (stereo not given)	3%
N#C/C(=C\c1c(N2CCN(c3ccccc3)CC2)nc2ccccn2c1=O)C(N)=O	3%
CC(=O)Nc1ccc(NC(=O)CSc2nc3[nH]ncc3c(=O)n2-c2ccccc2)cc1	-5%[76.3 µM]
CCC(NC(=O)C1CCCO1)c1ccccc1 (stereo not given)	0%[76.3 µM]
CCOc1ccc(NC(=O)N(Cc2ccc(CC)cc2)Cc2cn[nH]c2-c2ccc(OC)cc2)cc1	-12%[76.3 µM]
CN1CCN(c2ccc(C(F)(F)F)cc2NC(=O)Nc2ccccc2)CC1	-11%
O=c1[nH]cccc1-c1nc2cc(Cl)ccc2n1Cc1ccccc1	-3%
CCOc1ccccc1CNCc1c(C(=O)O)n(Cc2ccc(F)cc2)c2cc(C)ccc12	-2%[76.3 µM]
CCOC(=O)c1ccc(NC(=O)c2ccc(NC(=O)C3CCCO3)cc2)cc1 (stereo not given)	-1%
COc1ccc(NC(=O)c2ccc3oc(=O)c(S(=O)(=O)c4ccc(C)cc4)cc3c2)cc1OC	15%[76.3 µM]
CC(C)OCCCN1C(=O)c2[nH]nc(-c3ccccc3O)c2C1c1cccc(OCc2ccccc2)c1 (stereo not given)	3%[76.3 µM]
COc1cccc(NC(=O)C2CCC(CNS(=O)(=O)c3cccc4cccnc34)CC2)c1 (stereo not given)	-2%
COc1cccc(NC(=O)c2sc3nc(C)c(C(=O)Nc4ccc(C)cc4C)c(-c4cccs4)c3c2N)c1	-11%[76.3 µM]
Cc1cccn2c(=O)c3cc(C#N)c(=O)n(-c4nnc(SCc5ccc(F)cc5)s4)c3nc12	1%[76.3 µM]
O=C1CN(C(=O)c2c(F)cccc2F)C(c2ccc(F)cc2)c2cc(F)ccc2N1 (stereo not given)	3%
COc1ccc(OC)c(C2=NS(=O)(=O)N(C)C(C(=O)N3CCC4(CC3)OCCO4)=C2)c1	1%[76.3 µM]
Cc1cc(NC(=O)c2ccc3c(c2)C(=O)N(c2cccc(C)c2C)C3=O)no1	3%[76.3 µM]
COc1cc(NC(=O)C2C3C=CC(C3)C2C(=O)O)ccc1NC(=O)c1ccccc1 (stereo not given)	1%[76.3 µM]
Cc1ccc(-c2nc(CS(=O)CC(=O)NC3CCCCC3)c(C)o2)cc1 (stereo not given)	1%[76.3 µM]
CC(=O)OCn1ncc(N2CCOCC2)c(Br)c1=O	4%
CCOC(=O)C1CCCN(C(=O)c2cc3c(Cl)nc4ccccc4c3s2)C1 (stereo not given)	16%[76.3 µM]
N=c1n(N)c2ccccc2n1CC(=O)c1ccc(Br)cc1	-5%[76.3 µM]
CCCCN(CC)CCNC(=O)CN1C(=O)COc2ccc(S(=O)(=O)N3CCOCC3)cc21	-3%[76.3 µM]
CC1=C(C(=O)Nc2ccccc2)C(CC(C)C)n2nc(SCc3ccccc3C)nc2N1 (stereo not given)	-2%[76.3 µM]
CC1Sc2ccc(S(=O)(=O)N3CCC(C(=O)NCC(C)c4ccccc4)CC3)cc2NC1=O (stereo not given)	-13%[76.3 µM]

An excerpt of these results, with values ahead of the structure.
GAA glycogen	mol
1%[76.3 µM]	CCOc1ccc2cc(-c3nnc(Nc4ccc(C)cc4)s3)c(=O)oc2c1
-6%[76.3 µM]	O=C(c1ccc(OC2CCN(Cc3ccc(F)cc3)CC2)cc1)N1CCCC1

Next section
SMILES	GAA glycogen
CCOc1ccc(-c2nc(SCC(=O)Nc3ccc4c(c3)OCCO4)c(-c3ccc(F)cc3)[nH]2)cc1	-8%[76.3 µM]
CC(C)/C=C(/C(=O)c1ccc(Cl)cc1Cl)n1cncn1	-1%
COc1ccc(/C=C/C(=O)Nc2cccnc2Cl)cc1	-6%
Cc1ccc(CNC(=O)CCS(=O)(=O)c2cc3c(cc2Cl)NC(=O)CO3)o1	8%[76.3 µM]
CCc1c(C)c2ccc(O)c(CN3CCN(c4cc(Cl)ccc4C)CC3)c2oc1=O	3%[76.3 µM]
CCC1=C(c2ccc(C)cc2)S(=O)(=O)N=C1N1CCC(C(=O)NCc2ccc(C)cc2)CC1	13%[76.3 µM]
Cc1nnc(SCC(=O)Nc2cccc(N)c2)n1-c1ccccc1	2%[76.3 µM]
COc1ccc(-c2csc(N(CC(C)C)C(=O)c3ccco3)n2)cc1	-6%[76.3 µM]
CC(C)Oc1ccc(C(=O)N(Cc2ccc(N(C)C)cc2)Cc2ccco2)cc1	-19%[76.3 µM]
COC(=O)c1cc(S(=O)(=O)NCc2ccccc2)cn1C	22%[76.3 µM]
CC(C)c1ccc(CNn2cnnc2)cc1	-2%[76.3 µM]
CCOc1ccc2nc(N3CCCC(C(=O)Nc4ccccc4CC)C3)sc2c1 (stereo not given)	-1%[76.3 µM]
CC(C)N(Cc1ccccc1)C(=O)c1cccs1	-5%

High-throughput results: PubChem BioAssay, National Center for Advancing Translational Sciences (NCATS)

This is a subset, so the mix of outcomes need not match the whole.
